Ba/F3 V617F tox: lowers viability of Ba/F3 cells expressing EpoR and JAK2V617F; ATP luminescence; inhibition, % at 5.6 µM; actives 1.1% (n = 220,000);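 active means inhibition above the campaign mean plus 3 SD over all tested compounds, cut at about 24% in these data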;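 further: cytokine-independent growth of Ba/F3 cells driven by EpoR plus mutant JAK2; 0% = DMSO-treated cells and 100% = JAK inhibitor I control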
zfTRPN1 agonist: zebrafish TRPN1 (NompC) channel agonism; actives 0.18% (n = 220,000); activation, % at 3 µM; HEK293 zebrafish TRPN1-YFP, Fluo-8 calcium fluorescence; 100% = response to 87 µM carbachol;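 active means activation above its plate's cutoff, the mean activation of test wells on that plate plus 3 SD, cut at about 19% in these data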;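 further: 0% = DMSO alone and 100% = 87 µM carbachol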
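Control set: carbachol 87 µM as high control, DMSO as low control; system: HEK293 stable line with zebrafish TRPN1-YFP; read-out: % activation versus carbachol response; detection: intracellular calcium fluorescence with Fluo-8; doses: single test compound dose, 3 µM nominal, 0.3% DMSO; schedule: dye 1 h 37 °C plus 30 min RT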
BaF3 parental: reduces parental Ba/F3 cell viability, JAK2V617F counter-screen; inhibition, % at 5.6 µM; AID 1486; CellTiter-Glo ATP luminescence; actives 1.1% (n = 220,000);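 active means inhibition above a per-campaign cutoff, the mean inhibition of all tested compounds plus 3 SD, cut at about 27% in these data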;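 further: 0% = DMSO wells and 100% = JAK Inhibitor I control wells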
S1P4 agonist: human S1P4 receptor agonism. O95977. S1P4-expressing cell line, agonist reporter assay. activation, % at 4.98 µM. actives 0.35% (n = 220,000). AID 1509; in the data active means activation above about 11%;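 further: 0% = DMSO vehicle and 100% = reference agonist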
Target sequence (O95977 whole entry, looked up): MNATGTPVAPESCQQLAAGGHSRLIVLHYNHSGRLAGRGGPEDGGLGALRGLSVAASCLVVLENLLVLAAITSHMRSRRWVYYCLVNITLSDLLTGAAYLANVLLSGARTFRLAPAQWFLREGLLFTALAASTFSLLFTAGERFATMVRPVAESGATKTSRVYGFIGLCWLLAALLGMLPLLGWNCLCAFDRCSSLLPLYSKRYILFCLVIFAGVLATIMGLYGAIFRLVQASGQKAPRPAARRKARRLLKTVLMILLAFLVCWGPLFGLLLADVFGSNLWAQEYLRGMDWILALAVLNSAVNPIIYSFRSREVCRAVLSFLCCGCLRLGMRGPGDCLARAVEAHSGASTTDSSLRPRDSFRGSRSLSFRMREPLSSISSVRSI
S1P4 antagonist: human S1P4 receptor antagonism | S1P4-expressing cells, antagonist mode, reporter read-out | actives 0.26% (n = 220,000) | O95977 | AID 1510 | inhibition, % at 4.98 µM; in the data active means inhibition above about 29%;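 further: 0% = wells stimulated with agonist and 100% = vehicle wells without agonist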
EP2 modulator: modulates human prostaglandin E2 receptor EP2 signaling. EP2-expressing cells, cAMP HTRF FRET, PGE2 co-stimulation. induction, % at 25 µM. actives 0.83% (n = 260,000);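 active means compounds whose cAMP rise, as percent of the full-agonist control response, exceeds 60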;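 further: rat C6 glioma line stably carrying human EP2 under a CMV promoter; the protocol text gives 20 µM as final concentration; 100% = response of wells given 1 µM PGE2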
PERK inh: blocks human PERK kinase; Q9NZJ5; CHO PERK-DD fusion, SEAP luminescence translation reporter; inhibition, % at 5.6 µM; actives 0.17% (n = 220,000); AID 1416;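 active means inhibition above the mean inhibition of all tested compounds plus 3 SD, set separately per screening campaign, cut at about 2.9% in these data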;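 further: PERK kinase domain activated by AP20187 dimerizer at 100 nM; 0% = DMSO with dimerizer and 100% = rapamycin at 8.4 µM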
TRPML3 agonist: human mucolipin-3 channel agonism | HEK293 TRPML3-YFP, Fluo-8 calcium fluorescence; 100% = the carbachol control signal | activation, % at 3 µM | actives 0.29% (n = 220,000) | AID 1448;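 active means activation above its plate's cutoff, the mean activation of the plate's test wells plus 3 SD, cut at about 12% in these data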;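 further: 0% = DMSO only wells and 100% = carbachol wells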
Target sequence (Q8TDD5 whole entry, looked up): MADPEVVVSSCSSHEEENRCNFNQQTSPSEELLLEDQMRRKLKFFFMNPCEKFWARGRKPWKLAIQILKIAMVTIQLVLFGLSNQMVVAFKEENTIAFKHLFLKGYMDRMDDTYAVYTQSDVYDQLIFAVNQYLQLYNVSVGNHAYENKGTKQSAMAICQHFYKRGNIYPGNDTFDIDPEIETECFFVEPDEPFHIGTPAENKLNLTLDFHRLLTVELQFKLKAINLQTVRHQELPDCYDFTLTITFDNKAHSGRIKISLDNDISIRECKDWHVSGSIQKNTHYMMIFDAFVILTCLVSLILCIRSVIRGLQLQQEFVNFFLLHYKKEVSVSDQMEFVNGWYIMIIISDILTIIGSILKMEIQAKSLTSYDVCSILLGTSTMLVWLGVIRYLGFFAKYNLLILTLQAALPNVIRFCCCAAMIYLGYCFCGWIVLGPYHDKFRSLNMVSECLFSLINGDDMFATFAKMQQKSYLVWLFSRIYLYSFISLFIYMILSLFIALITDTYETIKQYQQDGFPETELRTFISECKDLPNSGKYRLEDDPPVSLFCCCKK
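Test system: HEK293 cells stably carrying human TRPML3-YFP; Doses: single dose, 3 µM final nominal compound, 0.3% DMSO final; Schedule: dye loading 1 h 37 °C then 30 min ambient, 125 s read; Technique: Fluo-8 calcium fluorescence; Benchmarks: high control carbachol 87 µM, low control DMSO.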
Calpain2 inh: blocks pig calpain II enzyme activity | AID 1236 | actives 0.37% (n = 220,000) | inhibition, % at 16 µM | purified calpain II, fluorogenic peptide substrate, 30 min;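 active means inhibition above about 50%, limit read from the data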
* hit, by the source's call; . = no result given. Random draw from the library; about 3.6% have a hit in one of these screens.

SMILES	Ba/F3 V617F tox	zfTRPN1 agonist	BaF3 parental	S1P4 agonist	S1P4 antagonist	EP2 modulator	PERK inh	TRPML3 agonist	Calpain2 inh
COc1ccc(C(O)C(CN2CCOCC2)c2ccccc2)cc1 (stereo not given)	-0.7	0.0	2.4	-2.0	-1.7	-4.4	0.9	0.5	-6.4
COc1cccc(CNC(=O)C2CCN(S(=O)(=O)c3ccc(F)cc3)CC2)c1	-1.2	1.0	4.0	-0.3	-7.4	-5.2	0.3	0.5	7.4
CCC(CC)C(=O)Nc1cccc(S(=O)(=O)c2cccc(NC(=O)C(CC)CC)c2)c1	1.6	1.0	4.4	0.6	9.7	12.7	-0.1	0.1	-6.9
CC1=Nc2ccc(Br)cc2C(c2ccccc2)N1CC(=O)O (stereo not given)	-0.2	-0.3	6.8	-1.9	-6.0	27.1	0.5	0.8	-31.9
Cn1c(=O)c2c(nc(N3CCCCCC3)n2CC(=O)c2ccc(Br)cc2)n(C)c1=O	2.5	0.6	4.6	-1.0	-10.5	39.1	0.4	0.2	-30.3
Cc1cc(C(=O)N/N=C/c2cc(Br)cc([N+](=O)[O-])c2O)c2ccccc2n1	3.2	-0.1	5.2	0.4	-15.0	-15.2	-0.9	0.4	-39.2
Cc1oc2ccc(O)c(CN3CCOCC3)c2c1C(=O)c1ccc(Cl)cc1	-1.3	-1.2	2.0	-0.2	8.9	17.6	-0.6	-1.4	-2.6
CCCC1=NN(C(=O)Cc2ccc([N+](=O)[O-])cc2)C(O)(C(F)(F)F)C1 (stereo not given)	-2.8	1.0	0.5	-1.4	5.3	-23.5	-0.1	0.0	18.3
CCC(CO)NC(=O)c1ccc(-c2nn(C)c(=O)c3ccccc23)cc1 (stereo not given)	1.8	-0.3	5.1	1.0	-18.3	-2.3	-0.1	1.1	-6.6
C#CCOC(=O)C[N+](C)(C)CC#Cc1ccccc1	-1.7	0.1	2.5	0.0	-7.7	24.9	1.3	0.5	-19.2
CC1CCN(C(=S)Nc2ccc(F)cc2)CC1	1.8	0.6	14.9	-0.4	-1.2	-4.5	1.2	1.0	-1.5
CCCC(=O)NC(C)c1nc2ccccc2n1CC (stereo not given)	2.7	0.4	8.8	-3.0	-10.6	2.5	0.1	0.9	-31.3
O=C1c2ccccc2C(=O)N1CCc1ccccn1	-3.8	-0.5	1.2	-2.6	-0.2	-4.9	0.0	1.2	33.1
CCn1c(SCC(N)=O)nnc1-c1ccc(S(=O)(=O)N2CCN(C)CC2)cc1	2.4	-0.1	5.5	-2.8	2.8	31.9	1.4	0.8	-12.6
COc1ccccc1N=Cc1c(C)[nH]n(-c2ccc(C)cc2C)c1=O	-2.5	2.3	1.7	2.5	-13.4	8.2	1.0	0.3	-32.4
CCOC(=O)C1(Cc2ccc(OC)cc2)CCN(C(=O)CCc2cnccn2)CC1	-3.7	0.3	3.0	1.7	-16.9	2.7	-0.7	0.2	-0.4
Cc1ccc(Oc2ncccc2NC(=O)CC(CC(=O)O)c2ccccc2)c2c1CCC2 (stereo not given)	-1.4	0.1	3.9	1.1	5.2	0.8	0.1	1.4	1.4
O=C(OCc1cnc(Cl)s1)c1ccccc1Cl	0.9	-2.0	8.0	1.3	0.9	17.3	1.2	-0.3	-0.8
Cc1ccc(N2C(=O)CC(Sc3ccccc3C(=O)O)C2=O)cc1C (stereo not given)	-0.5	-1.2	10.0	-2.0	2.6	14.6	0.3	0.5	-41.4
CC1(C)CC(=O)c2c(-c3cccnc3)n[nH]c2C1	1.9	0.0	4.2	1.3	14.2	21.4	-0.4	-0.1	-0.5
COc1cc(SC)ccc1C(=O)OCC(=O)NC(=O)NC(C)C	-1.4	-0.1	0.0	-1.5	-5.4	-24.6	-0.1	0.1	-14.3
COc1ccc(NS(=O)(=O)c2cc(NC(=O)c3ccco3)ccc2N2CCCC2)cc1	1.9	0.1	6.5	-0.4	-1.9	-25.8	-0.5	0.1	10.7
CC(C)c1ccccc1NC(=O)CC1(CC(=O)O)CCCC1	-3.8	0.3	-1.3	1.0	10.6	19.5	1.5	1.1	3.3
CC1(C)CC(=NNC(=O)c2n[nH]c3c2CCC3)CC(C)(C)N1	1.3	-0.4	3.4	-0.3	-11.6	20.9	0.5	1.0	-22.5
CCOc1ccc(NS(=O)(=O)c2ccc(C(=O)N3CCN(c4ncccn4)CC3)cc2)cc1	20.8	13.9	31.3*	-2.5	-1.4	-26.2	0.5	5.0	10.7
CCC(=O)Nc1cccc(C(=O)OCc2cccc([N+](=O)[O-])c2)c1	1.3	1.2	4.3	-2.8	6.9	-45.3	-0.1	-0.2	21.1
COCCNC(=O)C(c1ccc(C)o1)N(C(=O)c1snc(C(N)=O)c1N)c1ccc(C)cc1 (stereo not given)	-4.9	-0.4	-1.1	1.2	-10.4	31.7	0.3	1.3	-53.4
Oc1ccc(Cl)cc1CNCC1CCCO1 (stereo not given)	-4.0	-1.2	-2.0	-0.7	8.4	13.0	1.0	1.4	-29.9
O=C(NCc1cccs1)c1cnn2cccnc12	-2.5	-0.7	3.2	0.6	-4.1	15.3	0.2	0.7	-35.5
COc1cccc(C2=CC(c3ccc(OC)c(OC)c3OC)n3nnnc3N2)c1 (stereo not given)	-1.7	-1.9	10.6	-1.0	8.4	-29.4	0.0	-1.0	31.8

Profiles, looked up by structure. Order of values: Ba/F3 V617F tox	zfTRPN1 agonist	BaF3 parental	S1P4 agonist	S1P4 antagonist	EP2 modulator	PERK inh	TRPML3 agonist	Calpain2 inh
O=C(NCc1cccs1)c1cnn2cccnc12 across the screens: -2.5	-0.7	3.2	0.6	-4.1	15.3	0.2	0.7	-35.5
COc1ccc(NS(=O)(=O)c2cc(NC(=O)c3ccco3)ccc2N2CCCC2)cc1 across the screens: 1.9	0.1	6.5	-0.4	-1.9	-25.8	-0.5	0.1	10.7
CC1(C)CC(=NNC(=O)c2n[nH]c3c2CCC3)CC(C)(C)N1 across the screens: 1.3	-0.4	3.4	-0.3	-11.6	20.9	0.5	1.0	-22.5
Oc1ccc(Cl)cc1CNCC1CCCO1 (stereo not given) across the screens: -4.0	-1.2	-2.0	-0.7	8.4	13.0	1.0	1.4	-29.9

(more compounds)
SMILES	Ba/F3 V617F tox	zfTRPN1 agonist	BaF3 parental	S1P4 agonist	S1P4 antagonist	EP2 modulator	PERK inh	TRPML3 agonist	Calpain2 inh
COc1ccc(NC(=S)c2ccccc2)cc1	2.0	0.7	9.3	0.1	-3.3	-43.6	0.9	0.1	-2.3
CCOC(=O)N1CCN(C(=O)C(C)(C)Oc2ccc(Cl)cc2)CC1	-0.9	-0.6	7.6	-2.0	-7.9	16.2	0.2	-1.1	-6.4
COc1ccc2c(c1)c(C(O)CN1CCC3(CC1)OCCO3)c(C)n2C (stereo not given)	-3.0	1.7	3.8	-1.1	-5.4	-9.4	-0.4	0.8	-1.6
Cc1cccc(C)c1N1CCN(S(=O)(=O)N2CCCCC2)CC1	0.8	0.5	3.5	0.5	5.6	13.9	1.2	57.5*	12.1
COc1ccc(C2=NOC(CN3C(=O)c4ccccc4S3(=O)=O)C2)cc1 (stereo not given)	-1.6	2.8	2.2	0.9	1.7	-54.8	0.1	0.9	19.0
COC(=O)c1c(-c2ccc(C)cc2)csc1NC(=S)NC(=O)c1ccc(F)cc1	-2.5	0.0	4.0	-0.1	0.3	13.0	1.0	0.8	-6.2
O=S(=O)(Cc1ccccc1)C1CCCCC1O (stereo not given)	3.4	1.4	-0.8	0.8	-5.5	14.4	1.4	-0.3	-7.1
CC1=CC(=C(C#N)c2nc3ccccc3s2)C=C(C)N1c1ccc(F)cc1F	2.2	1.1	4.6	-0.5	-6.5	8.7	-0.2	1.0	-35.9
Cc1cc(C)cc(N(C(=O)CNC(=O)c2cccs2)C(C(=O)NC2CCCC2)c2cccnc2)c1 (stereo not given)	0.9	-0.4	1.7	2.0	-17.7	16.4	0.4	0.7	-10.8
C[n+]1cccc(C(=O)NNC(=O)C23CC4CC(CC(C4)C2)C3)c1	3.8	1.8	8.8	-1.5	-2.2	27.2	-0.6	1.3	8.0
O=C(Cc1cccs1)NNC(=S)NC(=O)c1ccc(F)c(F)c1	-2.5	-0.6	6.5	-0.2	-11.5	11.7	1.7	1.2	-7.5
O=C(c1ccco1)N1CCN(C(=O)C2CCN(S(=O)(=O)c3cccc4nsnc34)CC2)CC1	3.1	-1.1	7.7	-0.7	-5.3	.	0.3	1.3	.
O=c1c(C(c2ccc(Cl)cc2)c2c(O)nc3n(c2=O)CCS3)c(O)nc2n1CCS2	-5.4	-0.2	1.3	-0.5	11.1	-1.5	1.2	0.1	39.0
CC(C)=C(NC(=O)c1ccccc1)C(N)=O	-4.5	0.4	2.5	1.6	-27.3	15.0	1.6	0.6	4.8
COc1cc(/C=N/NC(=O)Cn2ccc(C(F)(F)F)n2)cc(OC)c1OC	-5.0	-0.4	-0.3	2.7	-31.7	-4.3	0.3	0.4	-11.8
Cc1cc(NC(=O)CSc2c(C)[nH]c3ccccc23)no1	3.0	-0.6	7.2	-1.2	-10.3	-39.0	-0.2	0.2	-14.8
COC(=O)c1ccc(COc2ccccc2/C=N/NC(=O)c2cccnc2)cc1	-0.4	0.9	-2.8	0.1	-7.1	-23.2	0.8	0.1	-43.0
COc1ccccc1NC(=O)Cc1coc2cc(C)ccc12	-1.6	-0.5	-1.4	-3.1	7.0	-15.3	1.1	0.4	-14.8
COc1ccc(-n2nnnc2SCC#CCO)cc1	3.5	1.5	20.8	-0.3	5.7	-9.6	0.7	1.1	-40.9
CCOC(=O)c1ccc(NC(=S)NN)cc1	2.5	-1.7	9.1	0.7	2.5	-1.0	1.2	0.7	-9.5
COc1ccc(N2CCN(c3ncccc3C#N)CC2)cc1	7.0	-0.9	11.3	0.5	-4.1	11.1	-0.3	0.8	25.4
COc1ccc(S(=O)(=O)N2CCC(NC(=O)N3CCOCC3)CC2)cc1	1.5	0.8	8.8	-1.2	2.6	32.2	0.5	0.5	-27.5
C#CCn1c(=NC(=O)c2cc(-c3cccs3)nc3ccccc23)sc2cc(S(N)(=O)=O)ccc21	-4.0	-0.4	-0.1	0.7	-24.9	6.6	-0.1	0.4	-225.1
COc1ccccc1/C=C/C1=NC(=C\N(C)C)/C(=O)O1	-0.1	-1.8	5.5	2.1	-12.8	-10.9	0.0	0.3	-274.5
CCC(C)[C@H](NC(=O)NCc1cccnc1)C(=O)OC (stereo not given in full)	-2.9	1.2	0.9	1.8	-3.5	3.1	1.0	0.0	-9.9
Cc1ccc(-c2ccc(SCC(=O)N3CCCc4ccccc43)nn2)cc1	2.4	-2.3	7.0	-1.5	-5.0	34.8	-0.2	-0.6	26.2

TRPML3 agonist: what is marked active above
SMILES | S1P4 agonist | S1P4 antagonist | EP2 modulator | PERK inh | TRPML3 agonist | Calpain2 inh
Cc1cccc(C)c1N1CCN(S(=O)(=O)N2CCCCC2)CC1 | 0.5 | 5.6 | 13.9 | 1.2 | 57.5* | 12.1

Bioassay records as filed in PubChem BioAssay.
